CSN deneddyl inh – inhibitors of human CSN-mediated cullin deneddylation | Purified CSN, SCF-Nedd8-OG deneddylation, fluorescence polarization | inhibition, % at 12.5 µM | hit rate 0.38% among 360,000;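 active = pattern-corrected inhibition above about 35%, with an unprinted fluorescence ratio check between 0.5 and 1.5, limit read from the data, passing the limit was not always enough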;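 also: 0% = enzyme with substrate and 100% = substrate without enzyme; some results filed as inactive read as strong as hits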
Target sequence (Q92905 whole entry, looked up, one chain of several): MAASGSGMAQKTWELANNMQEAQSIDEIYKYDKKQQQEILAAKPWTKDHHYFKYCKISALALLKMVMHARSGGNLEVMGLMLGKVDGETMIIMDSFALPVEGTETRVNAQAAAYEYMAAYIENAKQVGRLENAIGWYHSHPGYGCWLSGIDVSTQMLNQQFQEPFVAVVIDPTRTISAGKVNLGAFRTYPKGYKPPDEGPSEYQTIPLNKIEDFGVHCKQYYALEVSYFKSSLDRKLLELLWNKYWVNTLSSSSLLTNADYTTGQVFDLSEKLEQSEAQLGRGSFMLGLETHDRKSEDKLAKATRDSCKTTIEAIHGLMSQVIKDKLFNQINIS
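Material: human Csn5 produced in HEK293T cells; Input: enzyme 0.24 nM; Reagent: SCFSkp2-Nedd8OG substrate at 10 nM final; Dosing: 12.5 µM compound; Incubation: 90 min reaction at room temperature; Detection: fluorescence polarization of the substrate; Evaluation: % inhibition of substrate cleavage by Csn5; Control set: substrate-only high control, full reaction low control.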
eLon inh – inhibitors of E. coli Lon protease; purified E. coli Lon protease, fluorescence polarization; hit rate 0.42% among 360,000; AID 602123; inhibition, % at 7.94 µM; P0A9M0; in the data active = inhibition above about 13%, passing the limit was not always enough;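 also: 0% = enzyme with probe and DMSO and 100% = no enzyme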
Rpn11 block – blocks the human proteasome subunit Rpn11; O00487; human 26S proteasome, Ub4-pepOG fluorescence polarization; 20S core pre-blocked with epoxomicin; calls only at 20 µM; hit rate 0.59% among 360,000;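 active = inhibition at 20 µM, scaled to each plate's controls, above about 33%, limit read from the data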
Rin1 Abl inh – inhibitors of human Rin1-Abl protein interaction; P00519+Q13671; TR-FRET Rin1/Abl binding, biochemical; inhibition, % at 7.35 µM; hit rate 0.4% among 360,000; AID 588664; in the data active = inhibition above about 5%, passing the limit was not always enough
bovine MsrA act – bovine methionine sulfoxide reductase A activation | activation, % at 10.6 µM | purified bovine MsrA, absorbance read-out | AID 602163 | hit rate 0.3% among 360,000; in the data active = activation above about 7.5%;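 also: 0% = vehicle and 100% = reference activator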
FAS TE block – FAS thioesterase (human) inhibition; P49327; hit rate 0.67% among 360,000; inhibition, % at 15 µM; recombinant FAS-TE, OMFH fluorogenic substrate, fluorescence endpoint; AID 602261;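 active = compounds whose normalised, plate-corrected inhibition of enzyme fluorescence in the single-dose primary screen is 50% or more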;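 also: 0% = DMSO with enzyme and 100% = substrate without enzyme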
MsrA inh – inhibitors of bovine MsrA. purified bovine MsrA, absorbance read-out. inhibition, % at 15.5 µM. hit rate 0.75% among 360,000; in the data active = inhibition above about 4.5%;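 also: 0% = vehicle wells with enzyme and 100% = reference inhibitor wells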
PABP1 MLLE inh – blocks PAM2 peptide binding to the PABP1 MLLE domain; P11940; GST-MLLE / FITC-PAM2 fluorescence polarization; inhibition, % at 20 µM; hit rate 0.36% among 360,000; AID 588489; in the data active = inhibition above about 35%, passing the limit was not always enough;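 also: plate controls were DMSO wells with GST-MLLE for no effect and wells lacking GST-MLLE protein for full effect; some results filed as inactive read as strong as hits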
Target sequence (P11940 whole entry, looked up, the tested form may be a part): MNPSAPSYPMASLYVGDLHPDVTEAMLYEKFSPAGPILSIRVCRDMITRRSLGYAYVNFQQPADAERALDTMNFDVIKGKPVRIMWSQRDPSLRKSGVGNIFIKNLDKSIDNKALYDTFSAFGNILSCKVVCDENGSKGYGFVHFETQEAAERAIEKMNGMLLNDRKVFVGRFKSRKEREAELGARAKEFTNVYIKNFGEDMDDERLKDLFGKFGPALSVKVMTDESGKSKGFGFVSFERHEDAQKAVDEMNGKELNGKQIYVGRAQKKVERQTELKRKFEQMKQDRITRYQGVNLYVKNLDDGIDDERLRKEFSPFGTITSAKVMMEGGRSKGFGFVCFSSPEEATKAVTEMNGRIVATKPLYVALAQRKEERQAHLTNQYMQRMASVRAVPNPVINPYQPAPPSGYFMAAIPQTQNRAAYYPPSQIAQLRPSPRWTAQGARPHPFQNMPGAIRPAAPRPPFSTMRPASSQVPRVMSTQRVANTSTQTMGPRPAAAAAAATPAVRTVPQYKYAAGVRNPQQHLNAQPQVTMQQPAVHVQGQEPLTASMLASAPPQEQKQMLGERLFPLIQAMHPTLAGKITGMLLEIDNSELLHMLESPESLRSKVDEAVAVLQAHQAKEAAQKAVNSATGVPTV
MT1-MMP act inh – inhibitors of human MT1-MMP activation; hit rate 0.061% among 360,000; GFP/RFP ratio change, % at 20 µM; HT1080 RFP-PRO-GFP cells, GFP/RFP ratio fluorescence, overnight; percent of plate control window, DMSO zero;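 active = GFP/RFP ratio change of at least 30% with cell ATP level not reduced by more than half and red fluorescence within 50% of control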; also: strong numbers were not always called active
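Assay system: RFP-PRO-GFP reporter HT1080 cells; read-out basis: GFP/RFP fluorescence ratio; benchmarks: DMSO wells and RFP-L50D-GFP cells; doses: 20 µM single dose, 1% DMSO; schedule: overnight cell settling, then overnight compound exposure, 37 °C, 5% CO2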
Numbers without * were called inactive; i = inactive; x = no result given.

no.	smiles	PABP1 MLLE inh	Rpn11 block	MsrA inh	Rin1 Abl inh	CSN deneddyl inh	bovine MsrA act	eLon inh	MT1-MMP act inh	FAS TE block
1	COC(=O)C1CCN(c2ccc(Cl)nn2)CC1	-7	i	1.9	-1	-5	-1	3	-3	-1
2	CC(C)(C)c1ccc(OCCC(=O)OCC(=O)NCc2ccccc2)cc1	-5	i	-1.1	1	-5	-1	-5	7	65*
3	Cn1c(=O)c2c(SCC(=O)Nc3ccccc3F)nc(-c3ccccc3F)nc2n(C)c1=O	-4	i	-0.1	2	5	-6	-4	7	-6
4	S=C(NCc1ccccc1)N1CCN(c2cccc(Cl)c2)CC1	-125	i	0.2	3	1	-6	-3	3	14
5	COC(=O)c1ccc(OC(=O)c2ccc(OC)cc2)c(OC)c1	16	i	0.9	0	2	-3	1	-12	15
6	Cc1ccccc1N=Nc1c(C)[nH]n(C(N)=S)c1=O	25	i	0.4	-5	3	-4	6	11	-1
7	c1ccc(-c2csc(N3CCSCC3)n2)cc1	-9	i	0.4	1	0	-8	-5	0	12
8	CCOCCCn1c(=NC(C)=O)c(C#N)cc2c(=O)n3cccc(C)c3nc21	9	i	-1.1	-5	-1	-2	-25	-4	25

Next compounds.
no.	smiles	PABP1 MLLE inh	Rpn11 block	MsrA inh	Rin1 Abl inh	CSN deneddyl inh	bovine MsrA act	eLon inh	MT1-MMP act inh	FAS TE block
9	O=C(CN(Cc1ccco1)C(=O)CNS(=O)(=O)c1ccc(Cl)cc1)NC1CCCCC1	-4	i	-1.2	-2	5	2	6	-5	3
10	O=C(NCCc1ccccc1)C(=O)NCC1OCCCN1S(=O)(=O)c1cccs1 (centres undefined)	5	i	0.6	0	2	-3	-10	-2	0
11	Cc1sc2nc(CSCC(=O)Nc3ccc(Cl)cc3F)[nH]c(=O)c2c1C	-15	i	0.7	4	9	-2	-11	-9	-8
12	Cc1cc(C)n(CCNC(=O)c2cc(COc3ccc(F)cc3Cl)on2)n1	11	i	1.9	2	-2	0	-6	5	-2
13	Cc1ccc(-c2nn[nH]n2)cc1	-3	i	-1.1	-3	3	-2	-7	2	-7
14	COc1ccc(CCNC(=O)C(=O)NCC2OCCN2S(=O)(=O)c2ccc(OC)c(OC)c2)cc1OC (centres undefined)	16	i	-0.5	1	0	3	-10	3	-8
15	Cc1ccc(F)cc1NC(=O)N1CCN(c2ccnc3cc(Cl)ccc23)CC1	11	i	1.5	2	2	-2	3	-1	23
16	Cc1ccccc1NC(=O)Nc1nc(C(N)Cc2ccccc2)cs1 (centres undefined)	5	i	-1.6	0	-3	1	-4	10	-4

(list continues)
no.	smiles	PABP1 MLLE inh	Rpn11 block	MsrA inh	Rin1 Abl inh	CSN deneddyl inh	bovine MsrA act	eLon inh	MT1-MMP act inh	FAS TE block
17	CCOc1ccc(NC(=O)CN2CCN(CC(=O)Nc3ccccc3OC)CC2)cc1	10	i	0.2	2	5	-4	11	-2	-3
18	COc1ccc(N2C3=C(C(=O)CC(C)(C)C3)C(c3cnn(C)c3)C3=C2CC(C)(C)CC3=O)cc1	1	i	-0.3	4	6	-3	-3	-4	0
19	Cc1noc(C)c1CSc1nnc2scc(-c3ccccc3)n12	-7	i	0.7	2	2	-1	-1	2	-7
20	CC(C)Cn1cnc2c(SCc3ccccc3F)nc(N)nc21	12	i	0.0	1	0	-3	-4	10	-2
21	COc1ccc(/C=N/NC(=O)Cc2cc(OC)c(OC)cc2[N+](=O)[O-])cc1	-12	i	1.5	0	-5	-10	2	1	-10
22	COc1ccc(C=NCC2COc3ccccc3O2)cc1OC (centres undefined)	12	i	-0.7	-1	0	-2	0	1	-6
23	O=C(NCc1ccc(F)cc1)c1ccc(NC(=O)C2CCCO2)cc1 (centres undefined)	13	i	-0.1	3	-1	-2	3	2	-5
24	CCCCC(=O)Nc1cc(Cl)ccc1C(=O)O	6	i	0.0	0	8	-2	-1	-2	-4

More entries.
no.	smiles	PABP1 MLLE inh	Rpn11 block	MsrA inh	Rin1 Abl inh	CSN deneddyl inh	bovine MsrA act	eLon inh	MT1-MMP act inh	FAS TE block
25	CCOC(=O)CC1(C)OCC(C[N+]2(C)CCCCC2)O1 (centres undefined)	-132	i	-0.5	-2	2	-3	11	-4	-9
26	C=CCNC(=S)NNC(=O)CCC(O)CCCCC (centres undefined)	-23	i	0.8	-4	8	0	9	3	-5
27	O=C1CS(=O)(=O)N(Cc2cccc(F)c2)c2ccc(Br)cc21	28	i	0.6	0	-7	-2	2	9	6
28	CCn1cc(C(=O)N[C@@H](CCSC)C(=O)NCCCn2ccnc2)c(=O)c2cc3c(cc21)OCO3	5	i	1.2	2	-4	-3	0	1	-6
29	O=C(/C=C1\SC(=O)N(CC(=O)Nc2ccc(F)cc2)C1=O)Nc1ccc(Cl)cc1	-3	i	-0.4	-3	10	-3	-5	7	-4
30	N#C/C(=C(/O)COC(=O)c1cccnc1Cl)c1nc2ccccc2[nH]1	-64	i	4.7*	-1	6	-2	-12	-9	-2
31	O=C(Nc1ccc(O)cc1)C1CCCO1 (centres undefined)	-6	i	-0.8	2	-5	-7	4	1	-4
32	NS(=O)(=O)c1ccc(CCNC(=O)CN2C(=O)COc3ccc(S(=O)(=O)N4CCCC4)cc32)cc1	-9	i	-0.3	3	-4	0	-7	-4	-3

The results go on:
no.	smiles	PABP1 MLLE inh	Rpn11 block	MsrA inh	Rin1 Abl inh	CSN deneddyl inh	bovine MsrA act	eLon inh	MT1-MMP act inh	FAS TE block
33	Cc1ccc(F)c(S(=O)(=O)NC(=O)C2(C)CCN2C(=O)c2ccco2)c1 (centres undefined)	14	i	-0.8	-2	-3	-2	3	-1	-8
34	Cc1ccc(S(=O)(=O)Cn2nnnc2C(C(C)C)N2CCC(C(N)=O)CC2)cc1 (centres undefined)	-3	i	0.5	-2	1	-3	18	3	-4
35	CNNC(=S)Nc1cccc(C(F)(F)F)c1	-142	i	1.1	-2	0	-4	-14	0	-4
36	CC1CN(Cc2nc3c(c(=O)n(C)c(=O)n3C)n2CC(O)CO)CC(C)O1 (centres undefined)	-7	i	0.5	-2	4	1	-7	4	-11
37	COc1ccc2[nH]c(C)c(CCNC(=S)Nc3cc(C)cc(C)c3)c2c1	-11	i	0.7	1	2	-9	2	1	4
38	CCOC(=O)N1CCN(C(=O)c2cccn3c(=O)c4c5c(sc4nc23)CCCC5)CC1	4	i	1.1	1	-4	-4	6	1	1
39	CN1CCN(C(=O)c2c(O)c3cccc4c3n(c2=O)CCC4)CC1	18	i	0.3	3	-1	2	3	7	-7
40	CCOC(=O)C(=O)NNc1ccccc1OC	23	i	1.5	4	-2	-10	10	8	-2

Sorted by the number under MT1-MMP act inh (highest first): three of the compounds above
| entry | smiles | PABP1 MLLE inh | Rpn11 block | MsrA inh | Rin1 Abl inh | CSN deneddyl inh | bovine MsrA act | eLon inh | MT1-MMP act inh |
| --- | --- | --- | --- | --- | --- | --- | --- | --- | --- |
| 6 | Cc1ccccc1N=Nc1c(C)[nH]n(C(N)=S)c1=O | 25 | i | 0.4 | -5 | 3 | -4 | 6 | 11 |
| 13 | Cc1ccc(-c2nn[nH]n2)cc1 | -3 | i | -1.1 | -3 | 3 | -2 | -7 | 2 |
| 35 | CNNC(=S)Nc1cccc(C(F)(F)F)c1 | -142 | i | 1.1 | -2 | 0 | -4 | -14 | 0 |

Additional structures follow.
no.	smiles	PABP1 MLLE inh	Rpn11 block	MsrA inh	Rin1 Abl inh	CSN deneddyl inh	bovine MsrA act	eLon inh	MT1-MMP act inh	FAS TE block
41	CCn1c(CN2CCN(CCO)CC2)nc2ccccc21	-8	i	-0.3	2	-2	-8	2	4	-11
42	CC(=O)OC1c2ccccc2C(=O)N1c1ccccc1C (centres undefined)	11	i	-0.7	-5	-1	-3	-9	2	-5
43	Cc1cccc(NC(=O)CCCc2ccccc2)c1	7	i	1.0	0	7	-3	-1	1	7
44	O=C(CCl)c1ccc(Cc2ncc(C(F)(F)F)cc2Cl)s1	4	i	-0.3	-5	3	-3	-3	8	21
45	O=C1C=C(c2ccccc2)C[C@H](c2cccs2)[C@H]1n1nnc([N+](=O)[O-])n1	-5	i	0.3	-1	-13	-4	15	-7	20
46	CC(NC(=O)CCNC(=O)c1ccc(Br)cc1)c1ccc(-n2ccnc2)cc1 (centres undefined)	11	i	-1.1	-4	-2	1	30	-1	-3
47	Cc1cc2nc(-c3ccccc3)c(CC3CCCCC3)n2c(C)c1Br	x	x	0.2	x	4	-5	0	1	15
48	Cc1cc(=O)oc2c3c(cc(OCC(=O)NCC4CCC(C(=O)O)CC4)c12)OC(C)(C)CC3 (centres undefined)	17	i	2.1	-3	3	-5	-3	-1	-4

Screen by screen, from the results shown:
CSN deneddyl inh, nos. 41 to 48: -2, -1, 7, 3, -13, -2, 4, 3

Carrying on.
no.	smiles	PABP1 MLLE inh	Rpn11 block	MsrA inh	Rin1 Abl inh	CSN deneddyl inh	bovine MsrA act	eLon inh	MT1-MMP act inh	FAS TE block
49	Cc1cccc(NC(=O)c2ccc(NC(C)c3ccccc3)c([N+](=O)[O-])c2)n1 (centres undefined)	-14	i	-0.1	0	2	-4	6	-5	27
50	CC(CCN1CCC(n2nccc2NC(=O)c2ccccc2Cl)CC1)c1ccccc1 (centres undefined)	0	i	-0.7	3	-1	0	-1	0	-2
51	COc1ccc(-c2cc(=NC(CC(C)C)C(=O)O)c3cc(C)ccc3o2)cc1 (centres undefined)	1	i	1.6	-2	4	-6	3	3	-7
52	CC(C)CC1Nc2ncnc(N3CCCCC3)c2N(Cc2ccc(Br)cc2)C1=O (centres undefined)	5	i	-0.7	2	2	-4	17	2	20
53	CC(=O)Nc1ccc(S(=O)(=O)NNC(=O)COc2ccc(Cl)cc2Cl)cc1	6	i	0.1	-2	1	-1	-12	7	-3
54	Cc1ccc(CNC(=S)Nc2ccc(OC(F)F)cc2C)cc1	-18	i	0.3	1	-3	3	7	1	12

Grouped by structure: those above containing two or more sulfur atoms
no.	smiles	PABP1 MLLE inh	Rpn11 block	MsrA inh	Rin1 Abl inh	CSN deneddyl inh	bovine MsrA act	eLon inh	MT1-MMP act inh	FAS TE block
7	c1ccc(-c2csc(N3CCSCC3)n2)cc1	-9	i	0.4	1	0	-8	-5	0	12
10	O=C(NCCc1ccccc1)C(=O)NCC1OCCCN1S(=O)(=O)c1cccs1 (centres undefined)	5	i	0.6	0	2	-3	-10	-2	0
11	Cc1sc2nc(CSCC(=O)Nc3ccc(Cl)cc3F)[nH]c(=O)c2c1C	-15	i	0.7	4	9	-2	-11	-9	-8
19	Cc1noc(C)c1CSc1nnc2scc(-c3ccccc3)n12	-7	i	0.7	2	2	-1	-1	2	-7
32	NS(=O)(=O)c1ccc(CCNC(=O)CN2C(=O)COc3ccc(S(=O)(=O)N4CCCC4)cc32)cc1	-9	i	-0.3	3	-4	0	-7	-4	-3

Bioassay records from PubChem.
